TRPN1 ag: activates the zebrafish TRPN1 channel; HEK293 zebrafish TRPN1-YFP, Fluo-8 calcium fluorescence; 100% = response to 87 µM carbachol; activation, % at 3 µM; 220,000 tested, 0.18% active;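 active = activation above its plate's cutoff, the mean activation of test wells on that plate plus 3 SD, cut at about 19% in these data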;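 note: 0% = DMSO alone and 100% = 87 µM carbachol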
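Material: zebrafish TRPN1-YFP in HEK293 cells; Doses: single test compound dose, 3 µM nominal, 0.3% DMSO; Timing: dye loading 1 h at 37 °C, then 30 min room temperature; Technique: intracellular calcium fluorescence with Fluo-8; Benchmarks: high carbachol 87 µM, low DMSO alone.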
PPC-1+TRAIL kill: kills PPC-1 cancer cells in the presence of TRAIL; PPC-1 cells + TRAIL, ATPLite viability luminescence; cell killing (% activity), % at 4 µM; 220,000 tested, 0.41% active; AID 1443;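 active = cell killing above 50% in the first pass at 4 µM, then a duplicate retest at 5 µM averaging 50% or more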;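 note: plate controls were cells with TRAIL plus DMSO for no effect and medium-only wells lacking cells for full effect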
TNF death inh: blocks TNF-alpha induced death of Jurkat FADD-/- cells; Jurkat FADD-/- TNF necroptosis rescue, ATP luminescence, 24 h; 0 = TNF only, 100 = no-TNF cells; activation (protection from cell death), % at 10 µM; 220,000 tested, 0.068% active; AID 463075;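 active = activation, meaning protection from cell death, of at least 50% relative to plate controls; inactive = activation below 50%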;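 note: necroptosis triggered by 40 ng/mL TNF-alpha added together with compound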
TRPML3 ag: human mucolipin-3 channel agonism. HEK293 TRPML3-YFP, Fluo-8 calcium fluorescence; 100% = the carbachol control signal. 220,000 tested, 0.29% active. AID 1448. activation, % at 3 µM. Q8TDD5;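 active = activation above its plate's cutoff, the mean activation of the plate's test wells plus 3 SD, cut at about 12% in these data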;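 note: 0% = DMSO only wells and 100% = carbachol wells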
Target sequence (Q8TDD5 whole entry, looked up): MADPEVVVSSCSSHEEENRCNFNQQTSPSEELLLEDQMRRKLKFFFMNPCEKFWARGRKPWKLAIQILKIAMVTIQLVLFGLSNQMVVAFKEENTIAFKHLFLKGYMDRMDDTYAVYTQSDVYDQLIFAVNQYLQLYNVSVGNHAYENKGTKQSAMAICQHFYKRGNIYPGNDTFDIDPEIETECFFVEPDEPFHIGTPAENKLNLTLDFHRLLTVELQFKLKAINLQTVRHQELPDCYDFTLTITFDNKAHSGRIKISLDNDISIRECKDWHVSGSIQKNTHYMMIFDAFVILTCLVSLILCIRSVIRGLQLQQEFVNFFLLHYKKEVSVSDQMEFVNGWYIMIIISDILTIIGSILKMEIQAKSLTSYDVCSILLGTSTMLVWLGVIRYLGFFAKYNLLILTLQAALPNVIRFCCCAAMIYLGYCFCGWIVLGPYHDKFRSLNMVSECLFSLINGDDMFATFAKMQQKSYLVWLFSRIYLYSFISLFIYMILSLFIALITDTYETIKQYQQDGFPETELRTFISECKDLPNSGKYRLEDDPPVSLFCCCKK
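Material: HEK293 cells stably carrying human TRPML3-YFP; compound dosing: single dose, 3 µM final nominal compound, 0.3% DMSO final; incubation: 1-h 37 °C dye load, 5-s basal, 120-s post-compound reads; technique: Fluo-8 intracellular calcium fluorescence, excitation 470-495 nm, emission 515-575 nm; read-out basis: percent activation from peak-to-basal fluorescence ratio, scaled between DMSO and carbachol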
Ba/F3 V617F tox: loss of viability in JAK2V617F-driven Ba/F3 cells; AID 1446; 220,000 tested, 1.1% active; Ba/F3 EpoR-JAK2V617F viability, ATP luminescence; inhibition, % at 5.6 µM;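 active = inhibition above the campaign mean plus 3 SD over all tested compounds, cut at about 24% in these data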;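 note: cytokine-independent growth of Ba/F3 cells driven by EpoR plus mutant JAK2; 0% = DMSO-treated cells and 100% = JAK inhibitor I control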
RBBP9 inhibitor: human RBBP9 hydrolase inhibition. O75884. AID 1515. inhibition, % at 7.94 µM. recombinant RBBP9, FP-Rh probe fluorescence polarization. 220,000 tested, 0.2% active;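 active = inhibition above the campaign mean of all tested compounds plus 3 SD, cut at about 14% in these data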;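 note: plate controls were DMSO wells with RBBP9 for no effect and wells lacking RBBP9 protein for full effect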
Target sequence (O75884 whole entry, looked up): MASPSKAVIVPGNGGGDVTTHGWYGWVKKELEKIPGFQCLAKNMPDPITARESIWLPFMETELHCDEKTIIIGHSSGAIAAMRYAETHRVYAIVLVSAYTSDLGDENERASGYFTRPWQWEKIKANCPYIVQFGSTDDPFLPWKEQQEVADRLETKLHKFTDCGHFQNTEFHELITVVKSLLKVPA
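Material: RBBP9 protein. Amount: RBBP9 at 2.5 µM in dispensed solution, before mixing. Schedule: 30 min then 45 min, 25 °C. Medium: Tris buffer pH 8.0, NaCl, Pluronic. Measured by: fluorescence polarization. Measure: percent inhibition from mP, scaled between DMSO and no-protein wells. Replication: one well per compound.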
BaF3 parental: counter-screen for JAK2V617F inhibitors: parental Ba/F3 viability inhibitors | 220,000 tested, 1.1% active | AID 1486 | inhibition, % at 5.6 µM | CellTiter-Glo ATP luminescence;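 active = inhibition above a per-campaign cutoff, the mean inhibition of all tested compounds plus 3 SD, cut at about 27% in these data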;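 note: 0% = DMSO wells and 100% = JAK Inhibitor I control wells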
CHOP inhibitor: blocks CHOP induction under ER stress | CHO-K1 CHOP-promoter luciferase, tunicamycin-induced, 15-18 h | inhibition, % at 10 µM | 220,000 tested, 3.8% active | AID 2732;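 active = compounds that reduced the stress-induced luciferase reporter signal by more than about 70% of percent inhibition, limit read from the data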;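 note: 0% = tunicamycin plus vehicle and 100% = wells without tunicamycin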
Wee1 stabilizer: blocks degradation of human Wee1 kinase; P30291; HeLa Luc-Wee1K328M stability, luciferase luminescence; 100% = proteasome inhibitor MG132 effect; reporter increase, % at 5 µM; 220,000 tested, 1.2% active;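 active = activation above the mean of all tested compounds plus 3 SD, set per screening run, cut at about 8.8% in these data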;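 note: cells exposed to compound for 20 h before luminescence read; 0% = DMSO alone and 100% = MG132 at 30 µM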
Numbers without * were called inactive; & = joins results of further samples. No enrichment for hits (roughly 6.8% active in at least one column).

nr	compound	TRPN1 ag	PPC-1+TRAIL kill	TNF death inh	TRPML3 ag	Ba/F3 V617F tox
1	Cn1c(SCC#N)nnc1-c1ccc2c(c1)OCO2	1.0	16	-0.6	0.9	-2
2	Cn1cc(C(=O)N/N=C/c2cccc([N+](=O)[O-])c2)c2ccccc21	-0.5	30	-2.5	0.2	-1
3	CCC(=O)Nc1ccc(-c2nnc(SCC(=O)N3CCCCC3)n2C)cc1	-0.9	1	0.1	0.7	-2
4	Cc1nc(N2CCCCC2)c2ccsc2n1	2.6	20	-3.2	0.3	-1
5	O=C1CN(C(=O)c2cc3ccccc3o2)c2ccccc2N1	0.6	26	2.0	0.0	8
6	COC(=O)C1=C(C)OC(N)=C(C#N)C1c1cc(C)sc1C (centres undefined)	0.3	9	-0.4	0.4	5
7	CC(C)[C@H](NS(=O)(=O)/C=C/c1ccccc1)C(=O)OCC(=O)NC(N)=O	1.1	13	2.1	-0.4	-3
8	Cc1ccc(S(=O)(=O)Nc2cccc(Oc3cnccn3)c2)cc1	-1.8	21	-1.4	-0.6	0

nr	RBBP9 inhibitor	BaF3 parental	CHOP inhibitor	Wee1 stabilizer
1	4	3	11	2
2	0	1	-3	0
3	-5	3	28	-1
4	-8	5	33	3
5	-7	11	13	-3
6	0	11	21	-1
7	-1	0	-17	0
8	-9	6	7	-1

Additional compounds:
nr	compound	TRPN1 ag	PPC-1+TRAIL kill	TNF death inh	TRPML3 ag	Ba/F3 V617F tox
9	NC(=O)CC[C@@H]1NC(=O)[C@H](CO)NC(=O)c2cc([N+](=O)[O-])cc(I)c2NCC[C@@H](C(N)=O)NC1=O	0.1	8	0.6	0.0	3
10	O=C(CNC(=O)c1cccs1)NCCN1CCN(c2ccccc2F)CC1	0.4	25	0.3	-0.5	1
11	Cc1oc2c(CN3CCOCC3)c(O)ccc2c(=O)c1-c1ccc(Br)cc1	1.0	10	-1.5	0.4	4
12	CCOC(=O)C1=C(C)C(c2ccccc2O)NC(=O)N1 (centres undefined)	0.1	5	-0.3	0.6	1
13	O=C1/C(=C\c2cccnc2)CCc2ccccc21	-1.7	4	-16	-0.1	-1
14	CC(C)n1c(NCc2c[nH]c3ccccc23)nc2ccccc21	-0.2	12	0.4	-0.4	0
15	O=C(Nc1cccc(S(=O)(=O)NC2=NCCC2)c1)C1CC(=O)N(c2ccc3c(c2)OCCO3)C1 (centres undefined)	1.2	8	-0.1	1.4	4
16	COc1ccc(CC(=O)Nc2cccc3ncccc23)cc1OC	0.7	21	1.1	0.5	0

nr	RBBP9 inhibitor	BaF3 parental	CHOP inhibitor	Wee1 stabilizer
9	-6	7	-9	-3
10	-8	7	3	1
11	-7	7	8	-1
12	-9	3	18	-1
13	0	-4	-18	-1
14	-11	3	31	-2
15	-7	1	16	0
16	-5	2	16	4

Remaining list, next part
nr	compound	TRPN1 ag	PPC-1+TRAIL kill	TNF death inh	TRPML3 ag	Ba/F3 V617F tox
17	Cc1ccccc1OCC(=O)N/N=C/c1ccc(Sc2nc3ccccc3s2)o1	-0.3	6	-2.5	0.5	0
18	COc1ccc(NC(=O)CSc2nnc(-c3ccccn3)n2N)cc1Cl	-0.7	-6	0.1	0.3	-4
19	O=[N+]([O-])c1nn(-c2ccc3c(c2)OCCO3)n(O)c1=NCc1ccc(F)cc1Cl	1.1	8	-3.9	0.8	-1
20	COc1ccc(CN(CCC(c2ccccc2)c2ccco2)C(=O)c2ccco2)cc1 (centres undefined)	-0.3	10	1.9	0.3	-1
21	CCn1c(=O)c2c(O)cc(=O)oc2c2ccccc21	0.1	-2	-1.1	0.9	-2
22	COc1cccc(/C(O)=C2\C(=O)C(=O)N(c3ccccn3)C2c2ccccc2OC)c1 (centres undefined)	-1.2	5	-0.4	0.0	-1
23	Cc1nnc(NC(=O)CSc2nnc3scc(-c4ccc(C)c(C)c4)n23)s1	0.6	4	-0.4	0.0	-2
24	O=S(=O)(Cc1ccccc1)c1ccccc1-c1nnc(-c2ccccc2)o1	0.3	2	-6.6	-0.9	3

nr	RBBP9 inhibitor	BaF3 parental	CHOP inhibitor	Wee1 stabilizer
17	-3	6	1	0
18	-8	-1	19	-1
19	-4	6	-32	4
20	-4	5	-29	1
21	-11	3	-13	0
22	-8	3	-8	2
23	-5	3	-12	-1
24	-4	12	1	2

Remaining list, next part.
nr	compound	TRPN1 ag	PPC-1+TRAIL kill	TNF death inh	TRPML3 ag	Ba/F3 V617F tox
25	Cc1c(C(c2cc3c(cc2Br)OCO3)c2c(C)n(C)n(-c3ccccc3)c2=O)c(=O)n(-c2ccccc2)n1C	-1.1	-4	-3.3	-0.4	0
26	COc1cccc(C(=O)NC(=S)N2CCN(c3ccc(C(F)(F)F)cc3[N+](=O)[O-])CC2)c1	0.2	6	0.6	0.8	0
27	CCOC(=O)c1c(-c2ccc(-c3ccccc3)cc2)csc1NC(=O)C1C2CCC(O2)C1C(=O)O (centres undefined)	1.2	13	-4.2	0.2	-2
28	CCOCCCNC(=O)C(NC(=O)c1ccc2c(c1)OCO2)c1ccccc1 (centres undefined)	-0.7	7	0.2	-0.3	-2
29	NC(=O)c1ccc(Nc2nnc(-c3ccc(O)cc3)c3ccccc23)cc1	0.6	8	0.8	0.6	3
30	COCCn1nnnc1C(c1cc2cc(C)ccc2[nH]c1=O)N1CCN(C2CCCCC2)CC1 (centres undefined)	2.0	23	-4.1	0.1	-3
31	O=C(c1ccc(S(=O)(=O)NCC2CCCO2)cc1)N1CCN(c2ccccc2F)CC1 (centres undefined)	1.6	15	-0.5	0.6	4
32	O=C(O)C1CCCNC1 (centres undefined)	-0.6	18	-0.6	1.4	-2

nr	RBBP9 inhibitor	BaF3 parental	CHOP inhibitor	Wee1 stabilizer
25	-9	7	6	-1
26	0	5	34	0
27	-9	0	88*	2
28	7	1	10	0
29	-1	4	2	1
30	2	1	39	-1
31	-4	2	26	26*
32	3	5	9&1	-2

Next part:
nr	compound	TRPN1 ag	PPC-1+TRAIL kill	TNF death inh	TRPML3 ag	Ba/F3 V617F tox
33	O=c1c2ccccc2nnn1Cc1ccccc1	1.2	1	9.0	-0.1	-4
34	CC(=O)NC(=S)Nc1ccc(NC(=S)NC(=O)/C=C/c2ccco2)cc1	0.8	7	2.0	0.9	-5
35	CCCN1C(=O)C(Cc2nc3ccccc3c(=O)n2-c2ccccc2)c2ccccc21 (centres undefined)	-2.8	-22	0.5	-0.4	-3
36	CC(=O)CCc1ccc(OCC(O)CNC2CCCc3ccccc32)cc1 (centres undefined)	3.2	-3	1.9	1.4	4
37	Cc1nn(CC(O)COc2ccc3c(c2)CCC3)c(C)c1C (centres undefined)	-0.1	33	-0.6	-0.1	-3
38	Cc1cccc(/C=N/NC(=O)CNc2cccc3ccccc23)n1	3.9	8	0.3	2.4	-2
39	CCS(=O)(=O)N1CCC(C(=O)NCCCN2CCC(Cc3ccccc3)CC2)CC1	-0.9	-2	1.3	0.0	-3
40	CS(=O)(=O)N1CCC(C(=O)Nc2ccc3c(c2)OCCO3)CC1	-0.2	0	-1.6	0.2	3

nr	RBBP9 inhibitor	BaF3 parental	CHOP inhibitor	Wee1 stabilizer
33	1	1	-3	1
34	-11	4	8	0
35	-1	2	9	-1
36	-4	3	42	-3
37	1	3	34	-1
38	6	6	39	1
39	-3	2	17	1
40	2	9	24	0

Next structures:
nr	compound	TRPN1 ag	PPC-1+TRAIL kill	TNF death inh	TRPML3 ag	Ba/F3 V617F tox
41	O=c1c2ccccc2nc(SCc2cn3ccsc3n2)n1-c1ccccc1F	2.6	34	-12	0.2	-2
42	Cc1ccccc1C(=O)NNC(=O)Cc1ccccc1	1.2	38	-0.2	0.6	-1
43	O=C(COc1cccnc1[N+](=O)[O-])NCc1ccco1	1.1	6	0.0	0.6	-3
44	Clc1ccc(-c2nc(-c3cc4cc(Cl)ccc4o3)cs2)cc1	2.7	-1	-1.1	0.6	-4
45	COc1ccccc1NS(=O)(=O)c1cc(C(=O)NCc2ccco2)ccc1C	-0.2	20	0.9	0.4	-2
46	CCCCOc1ccc(N2CC(C(=O)NCCc3ccc(OC)c(OC)c3)CC2=O)cc1 (centres undefined)	0.4	20	0.3	0.5	-3
47	Cc1cc(Cl)ccc1OCC(=O)NC1CCCC1	2.4	10	-2.8	2.0	-2
48	N#Cc1c(N)c(C(=O)c2ccccc2)n2c1CCCC2	-0.1	17	-2.2	-0.1	3
49	COCC(=O)N1CCCC(C(=O)c2ccc(-c3ccccc3)c(F)c2)C1 (centres undefined)	0.5	13	-1.0	-1.2	6
50	O=c1[nH]c(CN2CCN(S(=O)(=O)c3ccc4ccccc4c3)CC2)nc2ccccc12	0.9	4	-0.5	1.0	-1

nr	RBBP9 inhibitor	BaF3 parental	CHOP inhibitor	Wee1 stabilizer
41	-7	3	9	0
42	7	-1	37	1
43	0	4	8	2
44	-6	2	3	-2
45	-3	-1	3	0
46	-7	6	20	3
47	-1	7	16	1
48	1	6	35	0
49	6	8	-2	3
50	-5	10	37	-3
